SSB-PriA inh – inhibitors of Klebsiella pneumoniae PriA binding to SSB C-terminal tail, primary screen, biochemical, AlphaScreen; AlphaScreen SSBct-PriA binding, biotinylated peptide; AID 1272365, 2023; inhibition, % at 33 µM; 0.6% of 430,000 active; PriA–SSB C-terminal tail interaction (Klebsiella pneumoniae); in the data active means inhibition mostly above about 37%, no sharp cut-off; inactive means mostly below about 20%;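 further: plate controls were negative control peptide for no effect and reference peptide for full effect; strong numbers were not always called active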
An asterisk follows results filed as active; & = joins results of further samples. An excerpt; rates above refer to the full screens.

item	SMILES	SSB-PriA inh
1	COC(CNC(=O)C(=O)Nc1ccc2c(c1)N(C(C)=O)CCC2)OC	-6
2	O=C(O)c1cccn2ccnc12	48*
3	Cc1cc(NC(=O)c2ccc(=O)n(Cc3cccc(F)c3)c2)ccc1Br	6
4	Cc1ccc(C(=O)NCCc2nnc3ccc(SCC#N)nn23)cc1	16
5	O=S(=O)(Nc1ccc(NCC2CCCO2)nn1)c1ccccc1 (stereo not given)	-27
6	Cn1cccc1[C@@H](O)CNC(=O)C1CCCC1	-17
7	CN(c1ccccc1)S(=O)(=O)c1ccc(C(=O)Nc2nc3c(F)cc(F)cc3s2)cc1	11
8	Fc1ccccc1-c1nnc2sc(-c3ccccc3)nn12	1
9	COc1ccc(OC)c2sc(NC(=O)Cc3ccc(F)cc3)nc12	10
10	CC(=NNc1ccccn1)c1ccc(C#N)cc1	-3
11	COc1ccc(-c2c3c(nc4sc(C(=O)Nc5nc(-c6ccccc6)ns5)c(N)c24)CC(C)(C)CC3=O)cc1	-16
12	O=C(Cn1cnc2c(sc3cccc(F)c32)c1=O)Nc1ccc(F)c(F)c1	-22
13	COc1cc(C(C)=NN2CCN(c3ccccc3OC)CC2)ccc1O	4
14	Fc1ccc(C=NNC(=S)Nc2cccnc2)cc1	5
15	O=C(c1ccccc1F)N1CC(c2nc(Cc3ccccc3)no2)C1	-11
16	CCc1ccc(S(=O)(=O)N2CCC(CSc3ccccn3)CC2)s1	0
17	Cc1c(C(=O)NCc2cccnc2)cccc1[N+](=O)[O-]	-8
18	COc1cc(OC)cc(C(=O)Nc2cc(-c3cn4nc(OC)ccc4n3)ccc2OC)c1	-7
19	CC(=O)N1CCc2ccc(NC(=O)Cc3ccsc3)cc2C1	-22
20	O=C(CCS(=O)(=O)c1ccccc1)NCCc1csc2nc(-c3cccs3)nn12	-8

Exported as labelled records: entries from further up
[5] O=S(=O)(Nc1ccc(NCC2CCCO2)nn1)c1ccccc1 (stereo not given)
  SSB-PriA inh: -27
[6] Cn1cccc1[C@@H](O)CNC(=O)C1CCCC1
  SSB-PriA inh: -17
[7] CN(c1ccccc1)S(=O)(=O)c1ccc(C(=O)Nc2nc3c(F)cc(F)cc3s2)cc1
  SSB-PriA inh: 11

(next part)
item	SMILES	SSB-PriA inh
21	COC(=O)c1ccc(NC(=O)C(=O)NCC[C@H](O)c2ccc3c(c2)OCO3)cc1	-2
22	C=CCN1C(=O)C(C)(C)COc2cc(NC(=O)OCc3ccccc3)ccc21	7
23	Cc1ccc(C=NNc2cn[nH]c(=O)c2Cl)cc1	-19
24	CCOc1ccc(OCCNC(=O)c2cccc(OC)c2OC)cc1	-26&-11
25	O=C(Nc1nc(-c2ccccn2)cs1)C1CCN(S(=O)(=O)c2ccc(Cl)cc2)CC1	-2
26	COc1ccc(C(C)=NNc2nc3ccccc3nc2C)cc1	10
27	COc1ccc(Cl)cc1C(=O)Nc1ccccc1-c1ccc(=O)n(C)n1	2
28	COc1ccccc1-c1c(C)nn2c(NCCOCCO)cc(C)nc12	0
29	CCCN1CCN(c2cc3c(cc2F)c(=O)c(S(=O)(=O)c2ccc(OC)cc2)cn3C)CC1	-17
30	CSc1ncccc1C(=O)NC1CCN(c2cc(C(F)(F)F)ncn2)CC1	4
31	COc1ccc(Cl)cc1S(=O)(=O)NCC1CCN(Cc2cccs2)CC1	-7&-4
32	NC(=O)c1ccccc1OCC#CCNC(=O)CSCc1ccccc1	-11
33	COc1ccc2nc(OC3CCN(C(=O)c4ccc(Br)s4)CC3)sc2c1	-5
34	Cc1cc(N)ccc1NC(=O)C(F)(F)F	4
35	O=C(Cn1nc(C2CC2)c2cnn(-c3ccc(F)cc3)c2c1=O)N1CCc2ccccc21	-25
36	Cn1cc(-c2cccs2)nc1CCNC(=O)C1(c2cccs2)CCCC1	8
37	CCOc1ccccc1C(=O)N(c1ccc(F)cc1)C1C=CS(=O)(=O)C1 (stereo not given)	-11
38	CCOc1ccccc1C(=O)NC[C@H](O)c1ccc(OC)c(OC)c1	-9
39	C#CCn1c(=NC(=O)c2cc3cc([N+](=O)[O-])ccc3s2)sc2cccc(OC)c21	-9
40	Nc1nc(SCC(=O)N2CCN(c3ccccc3)CC2)[nH]c(=O)c1NC(=O)c1ccc(F)cc1	-2

Four neighbouring entries already listed:
item	SMILES	SSB-PriA inh
37	CCOc1ccccc1C(=O)N(c1ccc(F)cc1)C1C=CS(=O)(=O)C1 (stereo not given)	-11
38	CCOc1ccccc1C(=O)NC[C@H](O)c1ccc(OC)c(OC)c1	-9
39	C#CCn1c(=NC(=O)c2cc3cc([N+](=O)[O-])ccc3s2)sc2cccc(OC)c21	-9
40	Nc1nc(SCC(=O)N2CCN(c3ccccc3)CC2)[nH]c(=O)c1NC(=O)c1ccc(F)cc1	-2

(list continues)
item	SMILES	SSB-PriA inh
41	O=C(NCC1(c2cccs2)CCCC1)C(=O)Nc1ccc(C(F)(F)F)cc1	5
42	O=C(Cc1csc(SCC(=O)c2ccc3c(c2)OCO3)n1)NCc1ccc(F)cc1	4
43	CC(Cc1ccoc1)NC(=O)CCC1CCCC1 (stereo not given)	-8
44	Cc1cc(C(=O)Nc2ccc3c(c2)N(S(=O)(=O)c2ccc(F)cc2)CCC3)no1	-19
45	CCOc1ccc(N2CC(NC(=O)Nc3ccccc3SC)CC2=O)cc1 (stereo not given)	-6
46	O=C(O)C1CCCN1c1nc2ccccc2o1 (stereo not given)	-2
47	O=C(NCc1cccs1)C(=O)NCC1COC2(CCCCC2)O1 (stereo not given)	1
48	O=C(CCc1ccc(Cl)c(C(F)(F)F)c1)NCc1ccnc(-c2ccsc2)c1	-20
49	O=C(NCC(c1ccsc1)N1CCOCC1)C(=O)Nc1ccon1 (stereo not given)	-28&-11
50	COc1cc(C(=O)Nc2ccc3c(c2)CCCN3C(=O)c2cccs2)c([N+](=O)[O-])cc1OC	2
51	Cc1ccccc1N1CCN(c2nccn3c(=O)n(CC(=O)NCc4ccc(Cl)cc4)nc23)CC1	-1
52	O=C(NCC1CCCN1c1ccccc1)C(c1ccccc1)c1ccccc1 (stereo not given)	-17
53	N#Cc1cccc(C(=O)NCC2Cc3ccccc3CO2)c1 (stereo not given)	5
54	CC(NC(=O)C1CCN(Cc2nc3ccccc3[nH]2)CC1)c1ccccc1 (stereo not given)	-23
55	COc1ccc(S(=O)(=O)n2cnc3cc(C)c(C)cc32)c(C)c1C	6
56	COc1ccc(C(=O)Nc2nnc(-c3cccc(S(C)(=O)=O)c3)o2)c(OC)c1	-10
57	CC(CCc1ccccc1)=NNC(=O)CCc1ccccc1	2
58	CO[C@@](C)(CNC(=O)C(=O)Nc1ccccc1C(F)(F)F)c1cccc(Cl)c1	-4
59	C=CCn1c(=S)[nH]c2sc(-c3ccccc3)cc2c1=O	-19
60	Cc1ccc(S(=O)(=O)N2CCCC2C(=O)Nc2cc(C)[nH]n2)cc1 (stereo not given)	-1

Following part:
item	SMILES	SSB-PriA inh
61	C=c1ccccc1=C1N=C(NC(=O)CSc2nnc3scc(-c4ccc(Cl)cc4)n23)NS1	-7&1
62	Cc1cc(Nc2ccc(Cl)cc2)n2nc(C(F)(F)F)nc2n1	5
63	COc1ccc(Cn2c(=O)c3nccnc3n(CC(=O)Nc3c(C)cc(C)cc3C)c2=O)cc1	-10
64	C[C@H](Oc1ccccc1)C(=O)NCCc1nc(C2CC2)cc(C(F)(F)F)n1	-19
65	COCCNc1nc2c(S(=O)(=O)c3ccc(C)cc3)nnn2c2ccsc12	-1
66	O=C(Cn1c(=O)nc(-c2ccccc2)c2ccccc21)Nc1cc(C(F)(F)F)ccc1Cl	-8
67	CCOc1ccc2nc(SCc3ccccc3Cl)[nH]c2c1	-11
68	CC(CC(=O)Nc1ccc2c(c1)OCCO2)=NNC(=O)COc1ccc(C)cc1Br	5
69	CCCS(=O)(=O)N1N=C(c2cccc(NS(C)(=O)=O)c2)C[C@H]1c1ccc(C)cc1	9
70	COc1cc(OC)cc(C(=O)NC[C@@H](c2cccc3ccccc23)N2CCCC2)c1	10
71	O=C(Cc1cccs1)NCCn1nc(-c2ccccn2)c2c1CCCC2	-13
72	CCCCOc1ccc(NC(=O)Nc2ccccc2Cc2nc(C)no2)cc1	-16
73	COc1ccc(C(=O)Cn2nc(-c3ccco3)n(C3CC3)c2=O)cc1	-5
74	O=C(Cn1nc2c(c1NC(=O)c1ccc(Br)o1)CSC2)NCc1ccco1	1
75	O=C(COc1ccc(F)cc1)NCCS(=O)(=O)N1CCN(Cc2ccccc2)CC1	-4
76	Cc1ccccc1OCC(=O)NCC1CCN(C2CCCC2)CC1	-3
77	NC(=NOC(=O)CCCOc1ccc(Cl)cc1Cl)c1ccccn1	-4
78	CNC(=O)C1CCc2sc(N)nc21 (stereo not given)	5
79	CCS(=O)(=O)Nc1ccc2c(c1)N(C(=O)C(C)(C)C)CC2	4
80	O=C(Nn1cnc2c(cnn2-c2cccc(Cl)c2)c1=O)c1cccc(Br)c1	-4

New compounds follow:
item	SMILES	SSB-PriA inh
81	Cc1nc(C)c(C(=O)NCc2cnn3c2CCCC3)s1	-15
82	O=C(CCn1cnc2ccccc2c1=O)N1CCC(Oc2ccc(C(F)(F)F)cn2)CC1	-4
83	Cc1cccc(NC(=O)Cn2c(C)cc(=O)c3ccccc32)c1	-7
84	CC(C)(Oc1ccc(Cl)cc1)C(=O)NCCn1ncc2c(=O)n(Cc3ccccc3F)cnc21	-4&-4
85	O=C(O)Cn1c(-c2cccnc2)nc2ccccc21	-18
86	CCOC(=O)C=C1CC(=O)Nc2nonc2N1	-14
87	O=C(C[n+]1ccc(C=NO)cc1)N1CCCCC1	-3
88	CSc1ccc2nc(NC(=O)COc3ccccc3)sc2c1	-1
89	Cc1nc(C)c(C(=O)NCC#CCN(C)Cc2ccccc2)s1	-4
90	O=C(OCc1nc2ccc(Cc3ccc4nc(COC(=O)C5CCCCC5)[nH]c4c3)cc2[nH]1)C1CCCCC1	-17&-1
91	O=C(Cn1nc(S(=O)(=O)c2ccccc2)ccc1=O)Nc1ccc(Br)cc1F	-3
92	Cc1cc(C)n(-c2nnc(C)n2N=Cc2cc(Br)ccc2OCc2ccccc2)n1	-14
93	CC(C)c1cccc2sc(N(Cc3ccco3)C(=O)c3ccn(C)n3)nc12	-5
94	COc1ccccc1-c1nnc(NC(=O)C2CCN(S(C)(=O)=O)CC2)o1	-13
95	O=S(=O)(c1ccc(Cl)s1)N1CCCC(c2nnc(-c3ccsc3)o2)C1 (stereo not given)	-8
96	Cc1ccc(N2CCCS2(=O)=O)cc1NC(=O)C(=O)NCc1ccc(F)cc1	-3
97	Cc1ccc(-c2nc(C(N)=O)c3[nH]c(=O)n(-c4ccc(C(C)(C)C)cc4)c3n2)o1	3
98	COc1ccc(NC(C)=O)cc1NC(=O)Cc1cn(Cc2ccccc2)c2ccccc12	14
99	O=C(C1Cc2ccccc2CO1)N1CCC(Oc2cnccn2)C1 (stereo not given)	-3
100	NC(=O)C1CCN(c2ncnc3nc[nH]c23)CC1	3

The results go on:
item	SMILES	SSB-PriA inh
101	O=C(c1ccno1)N1CCSC(c2ccccc2Cl)CC1 (stereo not given)	-15
102	CC(=O)Nc1ccc(OCC(O)CN2CCN(c3ccccc3F)CC2)cc1 (stereo not given)	-1
103	NCc1ccc(-c2nccs2)cc1	-7
104	COc1ccc(/C=N\Nc2nc(-c3cccs3)cs2)cc1	5
105	Oc1ccc(C=NN2CCCCC2)c(O)c1	3
106	CCS(=O)(=O)Nc1cccc(C2=NN(S(=O)(=O)c3ccc(Cl)cc3)C(c3ccc(OC)cc3)C2)c1 (stereo not given)	2
107	COc1ncccc1C(=O)N1CC(S(=O)(=O)C2CCCCC2)C1	-6
108	Cc1cc(C)n(-c2ccc(=O)n(CCNC(=O)Cc3ccccc3C)n2)n1	6
109	COc1ccc(CC(=O)Nc2cccc(C)n2)cc1C	-5
110	O=[N+]([O-])c1cccc(C=NN2CCN(c3ccccn3)CC2)c1	14
111	O=C1CCc2cc(NC(=O)C3CC3)ccc2N1	2
112	COc1ccc2c(c1)CCC[C@@]2(O)CNC(=O)c1c(C)nn(C)c1C	0
113	COc1cc(OC)cc(C(=O)Nc2nc(-c3ccccc3)c(-c3ccccc3)s2)c1	-3
114	Cn1nc(CNC(=O)c2ccc(OC(F)(F)F)cc2)cc1-c1ccccn1	-2
115	O=C(NCc1ccc(F)cc1)N1CCN(CC(O)C2CC2)CC1 (stereo not given)	-4
116	O=C(c1cccc(Cl)c1)N1CCN(c2ccc(-c3ccc4c(c3)OCO4)nn2)CC1	4
117	Cc1cc(-c2nnc(NC(=O)c3ccc4ccccc4c3)o2)nn1C	-9
118	Cn1nc(CN(Cc2ccco2)C(=O)Nc2ccc3c(c2)OCO3)cc1C1CC1	15
119	Cc1cc(NC(=O)CCS(=O)(=O)c2ccc(F)cc2)n(-c2nc3ccccc3s2)n1	-2
120	O=C(Cc1ccsc1)NC1CCC(Oc2cnccn2)CC1 (stereo not given)	-9

Continued:
item	SMILES	SSB-PriA inh
121	O=C(NCC(c1ccsc1)N1CCc2ccccc2C1)C(=O)Nc1ccc2c(c1)OCCO2 (stereo not given)	11
122	CCCCCCCCC(=O)NN=C(C)c1ccco1	-2
123	CNC(=O)CSc1nnc(C)c2cnn(-c3ccc(F)cc3)c12	1
124	COCCNC(=O)NCc1cncc(-c2ccsc2)c1	-10
125	O=C(Nc1nc(-c2ccc3c(c2)OCCO3)cs1)c1coc2ccccc2c1=O	7
126	CCCCC(=O)NN=Cc1c(O)n(Cc2ccco2)c(=O)[nH]c1=O	34
127	O=C(CC=NO)Nc1ccc(Oc2ccccc2)cc1	2
128	COc1cccc2cc(C(=O)NC3CCN(c4ccccn4)C3)oc12 (stereo not given)	2
129	O=c1c2nnn(Cc3ccc(F)cc3)c2ncn1Cc1ccc(Cl)c(Cl)c1	-10
130	CC(C)CC(=O)Nc1ccc2c(c1)OCC(C)(C)C(=O)N2	11
131	COc1ccccc1C(=O)NCc1ccnc(-c2ccsc2)c1	-5
132	O=C(NCc1ccc2c(c1)OCO2)c1cc2cc(Cl)cc(Cl)c2oc1=O	-16
133	CN(C)CCCNCCCNC(=O)C(=NO)c1ccccn1	5

Bioassay records (PubChem BioAssay)
